TDP2 absorb: blocks human TDP2 phosphodiesterase activity | O95551 | recombinant TDP2, T5PNP hydrolysis, p-nitrophenol absorbance 415 nm | inhibition, % at 12.8 µM | 370,000 tested, 0.34% active | AID 720702;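 active = inhibition above the mean of all tested compounds plus 3 SD, set per campaign, cut at about 25% in these data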;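 also: 0% = DMSO with enzyme and 100% = buffer with substrate but no TDP2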
Target sequence (O95551 whole entry, looked up): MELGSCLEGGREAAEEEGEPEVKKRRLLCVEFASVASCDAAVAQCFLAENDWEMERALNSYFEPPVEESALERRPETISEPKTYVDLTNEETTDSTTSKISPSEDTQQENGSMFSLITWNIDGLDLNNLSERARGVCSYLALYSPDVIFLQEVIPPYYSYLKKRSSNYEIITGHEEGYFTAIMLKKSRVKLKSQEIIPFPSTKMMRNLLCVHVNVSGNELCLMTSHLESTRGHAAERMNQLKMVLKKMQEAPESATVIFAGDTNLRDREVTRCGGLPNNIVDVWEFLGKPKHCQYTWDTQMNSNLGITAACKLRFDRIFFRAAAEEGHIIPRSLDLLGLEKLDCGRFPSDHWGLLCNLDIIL
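Material: recombinant human TDP2; quantity: TDP2 enzyme at 120 nM final; medium: Tris-HCl pH 7.5 with MgCl2; compound: single concentration, 12.8 µM nominal, with 1% DMSO; incubation: 2 h enzyme incubation at 37 °C; signal: epi absorbance; measure: percent inhibition; benchmarks: high control without enzyme, low control DMSO plus TDP2; repeats: singlicate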
TCR-CD3 inh: human TCR-CD3 binding inhibition | 360,000 tested, 0.37% active | TAMRA-labeled TCR probe fluorescence, biochemical | inhibition, % at 9.4 µM; in the data active = inhibition above about 19%;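 also: recombinant mutant TCR 2C K166C tagged with TAMRA read by polarization; 0% = receptor in buffer alone and 100% = receptor with positive control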
MBD2 inh: inhibitors of human MBD2 binding to methylated oligonucleotide; AID 686964; inhibition, % at 4.4 µM; 370,000 tested, 0.31% active; TR-FRET; in the data active = inhibition above about 13%
LEDGF integ inh: blocks HIV-1 LEDGF/p75-dependent DNA integration; TR-FRET IN-LEDGF/p75 DNA integration, Eu/Cy5; inhibition, % at 3.7 µM; 370,000 tested, 0.64% active; AID 743269;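 active = inhibition above the screen-wide mean plus 3 SD, cut at about 13% in these data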;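 also: signal is the Cy5 over europium emission ratio at 671 and 618 nm; 0% = plate median of compound wells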
mABHD4 FP: inhibitors of mouse ABHD4; Q8VD66; purified mABHD4, FP-Rh probe fluorescence polarization; inhibition, % at 8.92 µM; 370,000 tested, 0.54% active; AID 720543;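 active = inhibition exceeding the mean over every tested compound plus 3 SD, cut at about 30% in these data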;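 also: 0% = plate median of compound wells and 100% = S159A mutant with DMSO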
Target sequence (Q8VD66 whole entry, looked up): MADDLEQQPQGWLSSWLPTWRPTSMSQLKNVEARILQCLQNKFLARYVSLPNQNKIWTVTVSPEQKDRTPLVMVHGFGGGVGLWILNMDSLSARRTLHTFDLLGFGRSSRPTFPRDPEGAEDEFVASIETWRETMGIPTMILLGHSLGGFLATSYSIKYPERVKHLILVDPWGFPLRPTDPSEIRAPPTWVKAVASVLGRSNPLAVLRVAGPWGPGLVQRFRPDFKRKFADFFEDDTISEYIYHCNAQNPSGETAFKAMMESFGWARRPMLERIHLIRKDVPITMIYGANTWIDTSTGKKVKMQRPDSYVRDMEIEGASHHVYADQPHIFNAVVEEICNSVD
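Assay system: mouse ABHD4 enzyme, wild type / Also added: fluorescent activity-based probe FP-Rh / Doses: single nominal dose of 8.92 µM, 0.89% DMSO final / Timing: 45 min compound pre-incubation plus 60 min probe step, 25 °C / Signal: FP readout, ex 525 nm / em 598 nm / Control set: S159A mutant/DMSO as 100%, compound-well median as 0%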
GC-B act: GC-B (human) receptor activation; HEK293-GC-B cells, CNP EC30, cGMP TR-FRET; 0% at EC30 CNP, 100% saturating CNP; 370,000 tested, 0.11% active; activation, % at 10 µM; P20594;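 active = activation at 10 µM reaching about 35% in either raw or pattern-adjusted values, limit read from the data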
rCAG binder: r(CAG) repeat RNA binding. TO-PRO-1 dye displacement fluorescence. inhibition, % at 3 µM. 370,000 tested, 1.3% active. AID 651821;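 active = inhibition above the plate cutoff, the mean of all test compounds on that plate plus 3 SD, cut at about 35% in these data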;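 also: 0% = DMSO alone and 100% = 100 µM mitoxantrone as full dye displacement; higher means more dye released from RNA so lower well fluorescence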
SIAE primary: inhibitors of human sialic acid acetylesterase SIAE; Q9HAT2; SIAE FP-Rh probe binding, fluorescence polarization; inhibition, % at 9.66 µM; 370,000 tested, 0.69% active;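 active = inhibition above a cutoff: mean of compounds within the control limits plus 3 SD of those, cut at about 17% in these data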;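 also: 0% = plate median of compound wells and 100% = probe without SIAE protein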
PRMT1 inh: inhibitors of human PRMT1; recombinant PRMT1, activity-based probe fluorescence polarization; Q99873; inhibition, % at 2.79 µM; 370,000 tested, 1.3% active;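 active = inhibition above about 21% made by adding two undisclosed values, limit read from the data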
Target sequence (Q99873 whole entry, looked up): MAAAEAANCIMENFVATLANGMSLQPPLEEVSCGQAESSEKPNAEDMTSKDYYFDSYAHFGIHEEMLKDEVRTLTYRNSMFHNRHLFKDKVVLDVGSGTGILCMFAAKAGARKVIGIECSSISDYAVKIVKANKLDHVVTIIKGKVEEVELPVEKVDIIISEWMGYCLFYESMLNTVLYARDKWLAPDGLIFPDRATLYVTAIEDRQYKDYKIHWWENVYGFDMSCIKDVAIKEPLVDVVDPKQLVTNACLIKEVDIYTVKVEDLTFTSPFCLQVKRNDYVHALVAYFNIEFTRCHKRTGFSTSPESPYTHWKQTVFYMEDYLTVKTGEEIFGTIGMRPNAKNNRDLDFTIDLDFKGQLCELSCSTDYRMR
HTRA1 inhibitor: blocks human HTRA1 serine peptidase; Q92743; recombinant HTRA1, FP-rhodamine activity-based probe, fluorescence polarization; inhibition, % at 5.96 µM; 340,000 tested, 0.5% active; in the data active = inhibition above about 36%;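 also: 0% = enzyme with DMSO and 100% = wells lacking enzyme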
The depositor's hits bear a star; . = not tested or not shown. An excerpt; the hit share may differ from the screen's.

SMILES | TDP2 absorb | TCR-CD3 inh | MBD2 inh | LEDGF integ inh | mABHD4 FP | GC-B act | rCAG binder | SIAE primary | PRMT1 inh | HTRA1 inhibitor
CCCC/C=C1/[C@@H](c2ccc(Cl)cc2)N(Cc2ccc3c(c2)OCO3)C2=N[C@@H](c3ccccc3)CC(=O)N21 | 1 | . | -1 | -2 | 4 | 5 | 2 | -1 | 3 | .
O=[N+]([O-])c1ccc(S(=O)(=O)CC(CN2CCOCC2)N2CCOCC2)cc1 (stereo not given) | 5 | 10 | -5 | -2 | 4 | 3 | 3 | -2 | -4 | -7
Clc1ccc(-c2nc(N3CCOCC3)nc3ccccc23)cc1 | -10 | 8 | -4 | -1 | 0 | -6 | -3 | -3 | -4 | -2
CCCCCCCCCCSc1n[nH]c(N)n1 | -24 | -6 | -5 | 1 | -14 | -3 | 4 | 2 | 0 | -2
Cc1csc(NC(=O)c2ccccc2C(=O)O)n1 | 0 | 4 | -1 | 1 | 3 | 3 | -1 | -3 | 2 | 1
Cc1cc(C)c(C)c(S(=O)(=O)Nc2ccccc2C(=O)NN2CCOCC2)c1C | -3 | 0 | 2 | -4 | -3 | -5 | 21 | -1 | -2 | 1
CC(NC(=O)c1ccccc1)C(=O)N/N=C/c1cccc([N+](=O)[O-])c1 (stereo not given) | -3 | -5 | 2 | 3 | -3 | -5 | 6 | -7 | 1 | 1
CCCCc1ccc(/C=C2/C(=O)ON=C2c2ccccc2)s1 | -1 | 7 | -1 | -3 | -1 | 1 | 7 | -4 | -2 | -4
Cn1nc(C(=O)OCC(=O)Nc2cc(Cl)ccc2C#N)c2ccccc2c1=O | 3 | 0 | -7 | 0 | 2 | 2 | 2 | -1 | 3 | -2
Cc1c(-c2csc(N)n2)c2ccccc2n1C | 1 | -6 | -4 | -3 | -15 | 1 | 9 | -7 | 4 | 5
CCN(CC)CCOC(=O)c1cccc(Br)c1 | 5 | -1 | 4 | 1 | -1 | -4 | 5 | 1 | 0 | -7
Cc1cccn2c(CNCCCOc3cccnc3)c(C(=O)N3CCOCC3)nc12 | 7 | 1 | 2 | 0 | 4 | 9 | -6 | -2 | 1 | 2
CCn1c(C(=O)O)c(CC(=O)N(C)c2ccc(OC)cc2OC)c2ccccc21 | -22 | -1 | 5 | 3 | -4 | -5 | 10 | 4 | 1 | -6
COc1ccccc1NC(=O)COc1cc(C)nc(C(C)C)n1 | 0 | 1 | -2 | 2 | 6 | -1 | -3 | -5 | -1 | -3
CC(C)(C)NC(=O)NC(=O)COC(=O)C1=COCCO1 | -12 | 2 | 0 | 2 | -6 | -1 | 1 | 3 | -2 | 3
C=C(C)COc1ccc(-c2n[nH]c(C)c2Oc2ccccc2OC)c(O)c1 | -16 | -7 | -4 | -3 | -23 | 2 | 10 | -3 | 1 | -15
CC(=O)c1ccccc1NC(=O)CCN1C(=O)C2CCCCC2C1=O (stereo not given) | 3 | -12 | -1 | 0 | 3 | 1 | 0 | 6 | -2 | -5
CNC(=S)N/N=C/c1cc(Br)c(OCc2ccncc2)c(OC)c1 | -2 | -7 | -5 | 2 | -7 | 25 | 0 | 2 | -2 | -10
O=C(O)CC1(CC(=O)Nc2ccc3ccccc3c2)CCCCC1 | -1 | 0 | -6 | -3 | -1 | -3 | 18 | -3 | 0 | 2
CCOc1cc(N2CCOCC2)c(OCC)cc1NC(=O)C1CC(=O)N(c2ccccc2OCC)C1 (stereo not given) | 8 | 0 | -7 | 4 | 2 | 9 | -1 | -6 | -1 | -6
c1ccc(C(Cc2nc(-c3ccncc3)no2)c2ccccc2)cc1 | 3 | 0 | -2 | -1 | -6 | -2 | -3 | 1 | -2 | -26
CC(C)(CNC(=O)c1cccs1)N1CCOCC1 | 3 | -1 | 2 | -4 | -1 | 1 | -1 | 5 | -2 | 5
COc1ccc(CCC(=O)OCC(=O)Nc2ccc3[nH]c(=O)[nH]c3c2)cc1 | -3 | -6 | 2 | -2 | 5 | -2 | -1 | 16 | 1 | 0
COC(=O)c1cccc(NC(=O)CCc2c(C)noc2C)c1 | -6 | 1 | 2 | 1 | -2 | 1 | 0 | -9 | 0 | -9
COc1ccccc1N(/N=C1\Sc2ccccc2C1=O)C(C)=O | 28* | -9 | -7 | 17* | -10 | 0 | -2 | -12 | 1 | 4
COc1cccc(-n2c(SCC(=O)Nc3ccc4c(c3)CCC4)nc3ccccc3c2=O)c1 | 7 | 1 | -6 | 1 | -22 | 0 | 11 | -18 | -2 | -28
O=C(NCc1ccccc1)NC1CCCCC1 | -1 | 8 | 4 | -1 | 1 | 1 | -2 | 3 | -1 | 6
COCCn1c(=NC(=O)c2ccco2)sc2cc(C(=O)OC)ccc21 | -5 | 5 | 1 | 0 | 1 | 4 | 0 | -4 | 2 | 6
Clc1ccc(-c2noc(/C=C/c3ccccc3)n2)cc1 | -20 | 4 | 6 | 0 | -20 | -1 | 0 | -6 | 4 | 1
O=S1(=O)N=C(N(CCO)/N=C/C=C/c2ccccc2)c2ccccc21 | 0 | -1 | -3 | -2 | -12 | -1 | 4 | -4 | 2 | -9
O=C(NCc1ccccc1)C1C(c2ccccc2)=Nc2ccccc2N1C(=O)c1ccncc1 (stereo not given) | 1 | -4 | 2 | -2 | 1 | -4 | 2 | 12 | -3 | .
CCN(c1ccc(OC)cc1)S(=O)(=O)N1CCCC(C(=O)NC(C)c2ccccc2)C1 (stereo not given) | 2 | -1 | 1 | 0 | 1 | 3 | -2 | 4 | -1 | .
C=CCN1C(=O)C2C3C=CC(C2C1=O)C1C2C(=O)N(CC=C)C(=O)C2C31 (stereo not given) | 3 | -6 | 0 | -3 | 7 | 0 | -3 | 5 | 1 | -9
CCN(C(=O)c1cnc(OC)cc1C(F)(F)F)c1ccc(Cl)cc1Cl | 4 | -4 | -1 | 3 | 8 | -4 | -3 | -1 | -5 | 9
CCOc1ccc2cc(C#N)c(SCC(=O)N3CCC(C)CC3)nc2c1 | -2 | -2 | -2 | -1 | -6 | -10 | 3 | 0 | 5 | -13
COc1ccc(NCc2nnc(SCC(=O)NNC(=O)c3ccc(C)cc3)n2C)cc1 | 0 | 1 | 9 | 2 | -12 | -1 | -4 | -1 | 2 | -4

Full records from above. Values in the order: TDP2 absorb, TCR-CD3 inh, MBD2 inh, LEDGF integ inh, mABHD4 FP, GC-B act, rCAG binder, SIAE primary, PRMT1 inh, HTRA1 inhibitor
O=S1(=O)N=C(N(CCO)/N=C/C=C/c2ccccc2)c2ccccc21 reads 0, -1, -3, -2, -12, -1, 4, -4, 2, -9
COCCn1c(=NC(=O)c2ccco2)sc2cc(C(=O)OC)ccc21 reads -5, 5, 1, 0, 1, 4, 0, -4, 2, 6
COc1ccccc1N(/N=C1\Sc2ccccc2C1=O)C(C)=O reads 28*, -9, -7, 17*, -10, 0, -2, -12, 1, 4
O=C(NCc1ccccc1)C1C(c2ccccc2)=Nc2ccccc2N1C(=O)c1ccncc1 (stereo not given) reads 1, -4, 2, -2, 1, -4, 2, 12, -3, .

Going on with the list.
SMILES | TDP2 absorb | TCR-CD3 inh | MBD2 inh | LEDGF integ inh | mABHD4 FP | GC-B act | rCAG binder | SIAE primary | PRMT1 inh | HTRA1 inhibitor
CCCC(=O)Nn1cnc2c(c1=O)C1(CCCC1)Cc1ccccc1-2 | -1 | -8 | 3 | 4 | -5 | 8 | -1 | 4 | 2 | 1
FC(F)(F)c1cc(-c2ccccc2)nc(-n2cc(Cl)cn2)n1 | 7 | -4 | 0 | 0 | -4 | 5 | -3 | -6 | -4 | -11
COc1ccc(-c2nc(O)c3cnccn23)cc1 | 8 | -5 | -8 | -3 | 5 | -3 | 3 | -1 | 0 | 4
CCOC(=O)Cc1csc(NC(=O)c2cc(OC)cc(OC)c2)n1 | 0 | -3 | 2 | 0 | 2 | -6 | -6 | -10 | -3 | -15
CN(C)S(=O)(=O)c1ccc2c(c1)C(=NNC(N)=O)c1cc(S(=O)(=O)N(C)C)ccc1-2 | -3 | 4 | -3 | 8 | -1 | 5 | 2 | 8 | -6 | -5
CCNC(=O)/C(=C/c1ccco1)NC(=O)/C=C/c1ccccc1 | -7 | 6 | 0 | -3 | 3 | 1 | 2 | -4 | 0 | 4
c1ccc(Nc2nc(-c3ccncc3)cs2)nc1 | 6 | -2 | 3 | 2 | -4 | -10 | 0 | 5 | 0 | -9
COc1cc(C(=O)OCC(C)=O)cc(NC(=O)c2ccco2)c1OC | 1 | -9 | 2 | -6 | -3 | 1 | -1 | -9 | 1 | 1
COc1ccc(NC(=O)NCCCN2CCCC2=O)c(OC)c1 | -2 | 3 | -4 | 2 | 2 | 6 | 1 | 2 | 0 | 4
Cc1ccc(C)c(NS(=O)(=O)c2cc(Br)cnc2N)c1 | 3 | 9 | 3 | -1 | -10 | -8 | 6 | -2 | 0 | -1
O=C(NCCc1nnc2ccc(NCc3ccccc3Cl)nn12)c1ccccc1 | 0 | -1 | 4 | -2 | 8 | -1 | -7 | -3 | 3 | -7
NC(=O)NOCc1c(Cl)cccc1Cl | -3 | 3 | 2 | 5 | 0 | 1 | 0 | -8 | -3 | 6
CC(C)(C)c1ccc(C(=O)N2CCC2(C)C(=O)Nc2ccc3[nH]ncc3c2)cc1 (stereo not given) | -2 | 1 | -1 | -4 | -3 | -7 | 3 | 4 | 0 | .
CCN(CC)CCNc1ccc(CO)c2oc3cc(Cl)ccc3c(=O)c12 | -2 | -2 | -4 | 6 | -5 | -2 | 2 | -5 | 0 | 4
CC(=O)c1c(C)[nH]c(C(=O)OCc2ccccc2)c1C | -3 | 6 | -1 | -1 | 0 | 2 | -4 | 0 | -3 | -2
COc1ccccc1N1CCN(C2CCCN(C(=O)CN3CCCC3=O)C2)CC1 (stereo not given) | 9 | 0 | 2 | 1 | 7 | 3 | -6 | 4 | -4 | 0
NS(=O)(=O)c1ccc(N2CCN(S(=O)(=O)Cc3ccccc3)CC2)nc1 | 1 | 1 | 3 | 0 | 2 | -1 | 4 | -3 | -3 | 0
Brc1ccc(OCCOCCOc2cccc3cccnc23)cc1 | 5 | 3 | 2 | -1 | -17 | 2 | -6 | 2 | -3 | -2
CCOC(=O)C(CC)Sc1nc2c(c(=O)[nH]c(=O)n2C)n1C/C=C(/C)Cl (stereo not given) | -13 | -2 | 5 | -6 | -1 | -8 | -8 | 1 | 11 | 1
O=C(O)C1C2C=CC(C2)C1C(=O)Nc1ccccc1Br (stereo not given) | 6 | 3 | 1 | -1 | 4 | 2 | -1 | -1 | -2 | 6
COc1ccc(C(=O)NCC(=O)N2CCc3ccccc3C2)cc1 | 5 | -8 | 3 | -2 | 4 | 4 | -3 | -5 | 4 | -3
CCC(=O)c1ccc(OCC(=O)NCC2(N3CCCCC3)CCCCC2)cc1 | -10 | 1 | -3 | -9 | -1 | 3 | -10 | -4 | 0 | -12
CCCCCCC1CC(CSc2ncn[nH]2)OC1=O (stereo not given) | 7 | -3 | 2 | -1 | -4 | 2 | -3 | 2 | 0 | 3

Assay outcomes from PubChem.
